Screens deposited in PubChem by Broad Institute.
FN deposition inh: fibronectin deposition inhibition; AID 743247; inhibition, % at 12.6 µM; AH1F fibroblasts, Alexa488-fibronectin deposition fluorescence, overnight; actives 0.086% (n = 350,000);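 active means mean inhibition across replicates of 30% or more, regardless of how many single replicates reach that level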;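 further: positive control wells lacked labelled fibronectin entirely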
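Test system: AH1F fibroblast monolayer depositing Alexa488-labelled fibronectin into matrix. Input: 10000 cells per well. Technique: fluorescence, ex 485 nm, em 525 nm. Buffer or medium: DMEM plus 2% serum, read in PBS. Timing: 1 h cell adhesion before compound, then overnight fibronectin incubation. Compound: single dose, pinned. Read-out basis: inhibition from reduced deposited-fibronectin fluorescence.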
EWS-Fli block: EWS/Fli transcriptional activity inhibition | inhibition, % at 12.6 µM | actives 0.67% (n = 350,000) | A673 NR0B1-luciferase reporter, viability-normalised;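 active means mean inhibition of at least 50% after viability correction, with every replicate also passing that limit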;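 further: firefly luciferase signal divided by Alamar Blue viability fluorescence both relative to DMSO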
PAX8 inh HTS: inhibitors of PAX8 transcriptional activity in RMG-I cells. actives 1.2% (n = 360,000). inhibition, % at 12.6 µM. AID 652154. RMG-I TPO-luciferase reporter, SteadyGlo, 24 h;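 active means mean replicate inhibition at least 60% with every replicate also reaching 60%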;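 further: luciferase light reporting Pax8 driven TPO promoter activity; plate controls were median of neutral control wells for no effect and mitoxantrone controls for full effect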
PGC1a acetyl inh: lowers PGC1a acetylation signal in U2OS cells; AlphaScreen anti-acetyl-lysine; with virally co-expressed GCN5 acetyltransferase; inhibition, % at 15.6 µM; actives 0.17% (n = 350,000); AID 651687;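 active means every replicate shows inhibition of at least 40%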;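 further: 0% = neutral control wells and 100% = positive control wells; some results beyond the cut were filed as inactive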
miR122 inh: inhibitors of miR-122 in Huh7 cells; Huh7 miR-122 Renilla luciferase sensor, 48 h; neutral wells = 0, positive control = 100; actives 0.3% (n = 340,000); activation (reporter increase), % at 12.5 µM;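 active means mean replicate activation score at least 90 and every replicate individually at or above 90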;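 further: higher luciferase means less miR-122 activity so hits act as miR-122 inhibitors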
Casp6 inh: inhibitors of human caspase-6. P55212. purified caspase-6, Z-VEID-R110 cleavage fluorescence. inhibition, % at 12.5 µM. actives 0.53% (n = 350,000). AID 686996;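 active means mean inhibition across replicates at least about 35%, with every replicate also reaching that limit, limit read from the data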;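 further: 0% = median of neutral control wells and 100% = no fluorescence left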
Target sequence (P55212 24-179 limits assumed): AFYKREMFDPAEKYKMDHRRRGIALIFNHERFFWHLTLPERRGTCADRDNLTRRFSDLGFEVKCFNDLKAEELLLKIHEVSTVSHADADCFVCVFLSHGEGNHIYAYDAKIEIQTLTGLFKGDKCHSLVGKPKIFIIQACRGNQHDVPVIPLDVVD
Target sequence (P55212 194-293 limits assumed): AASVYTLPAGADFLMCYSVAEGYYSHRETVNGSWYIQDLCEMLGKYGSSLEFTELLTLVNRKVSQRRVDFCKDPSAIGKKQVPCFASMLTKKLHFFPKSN
LGR2 antag: blocks bursicon-induced cAMP signaling via Drosophila LGR2 | inhibition, % at 9.99 µM | actives 0.35% (n = 380,000) | HEK293 LGR2, CRE-luciferase, bursicon-stimulated, 4 h | AID 720647;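 active means drop in luminescence signal, shown as inhibition above about 50% in the replicate tests, limit read from the data, passing the limit was not always enough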;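 further: agonist challenge used bursicon conditioned medium at about half maximal strength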
Cneo AK release: causes C. neoformans cell lysis. actives 0.2% (n = 360,000). lysis activity, % at 15 µM. adenylate kinase release luminescence, 4 h; normalised: neutral wells 0, clomiphene wells 100;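 active means mean lysis activity across replicates of at least 80%, whatever share of replicates individually reach that level; inactive means mean lysis activity below 80%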
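Assay system: Cryptococcus neoformans yeast cells / Dosing: single-point compound dose / Timing: 4 h at 37 °C static, read 1 h later / Measured by: luminescence of released adenylate kinase using an AK detection reagent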
* = called active by the depositor; x = no result given; [ ] = another dose, or the depositor's remark.

SMILES	FN deposition inh	EWS-Fli block	PAX8 inh HTS	PGC1a acetyl inh	miR122 inh	Casp6 inh	LGR2 antag	Cneo AK release
COc1ccc(OC)c(-c2nc(C(=O)NCCCN3CCOCC3)cc3c2[nH]c2ccccc23)c1	x	12	x	-19	9	-7	-17	-1
CC1C(=O)N(Cc2cn(Cc3ccco3)nn2)CCS(=O)(=O)N1Cc1ccc(-c2ccc(F)cc2)cc1 (configuration not stated)	-9	-3	9	4	-10	4	3	-2
COc1ccc(-c2cc(NC(C)=O)c3ncc(-c4ccc(OC)c(OC)c4)n3c2)cc1OC	1	-8	10	2	2	10	-25	-1
O=C1O[C@@H](c2ccccc2)[C@@H](c2ccccc2)N2[C@@H](c3ccc(O)cc3)[C@]3(C(=O)Nc4ccc(C#CC5=CCCCC5)cc43)[C@@H](C(=O)O)[C@H]12	x	-8	x	-3	x	30	x	-10
CCNc1nc(-c2cc(C)n(Cc3ccco3)c2C)cs1	x	-5	-5	x	x	51*	2	x
Cc1ccc(O)c(C(=O)c2cnc3c(c2)c(-c2ccc(F)cc2)c(C#N)c(=O)n3C)c1	-2	17	20	-9	x	-2	23	x
O=C(Nc1cccc(O)c1)c1cc(S(=O)(=O)N2CCCC2)ccc1Cl	x	x	x	-3	-7	x	-11	0
CCSc1ncc(Cl)c(C(=O)Nc2ccccc2F)n1	-1	-9	-11	x	x	18	x	1
CO[C@@H]1CN(C)C(=O)c2cc(NC(C)=O)ccc2OC[C@@H](C)N(C(=O)c2ccccn2)C[C@H]1C	10	3	x	1	8[16.7 µM]	x	-16	-5
CC(=O)C1C(c2ccc(C)cc2)c2c(n[nH]c2C)CC1(C)O (configuration not stated)	-1	x	11	1	-7	x	x	-1
CC(C)c1ccc(CN2CCC2(C)C(=O)Nc2cccc(Oc3ccccc3)c2)cc1 (configuration not stated)	x	16	2	x	-32	-1	8	-1
CCCCN(CCCNC(=O)C1CCN(S(=O)(=O)CC)CC1)c1ccccc1	-10	x	x	4	-8	x	x	-2
CN1[C@H](C(=O)NCC2CCCCC2)[C@@H](CO)[C@@H]2Cn3c(cccc3=O)[C@@H]21	x	-3	1	7	-2[16.7 µM]	0	3	0
COc1ccc(F)cc1-c1cc(C(=O)Nc2ccc(C)c(NS(C)(=O)=O)c2)[nH]n1	-4	3	13	-22	-10	1	-11	-6
CCn1cc(CCC(=O)NCCc2ccccc2)c2ccccc21	-14	-6	-14	-11	x	3	-15	0
CNC(=O)C[C@@H]1CC[C@@H]2[C@H](COc3ccc(NC(=O)Nc4cccc(F)c4)cc3C(=O)N2C)O1	-1	-9	0	-2	21[16.7 µM]	x	1	x
CCNC(=O)C[C@H]1CC[C@H]2[C@H](COc3ccc(NC(=O)Cc4cccs4)cc3C(=O)N2C)O1	-5	1	-4	-2	25[16.7 µM]	-2	-32	-2
CC1CN(C2=NC(=O)/C(=C/c3ccncc3)S2)CC(C)O1 (configuration not stated)	-2	-1	5	x	-8	-3	6	1
CC1=NN(C(=O)c2ccccc2-n2cccc2)C(O)(C(F)(F)F)C1 (configuration not stated)	1	2	-4	-21	-3	0	-16	1
COCCN(C(=O)COC(=O)C(C)(C)Oc1ccc(Cl)cc1)c1c(N)n(Cc2ccccc2)c(=O)[nH]c1=O	2	0	7	14	-2	7	-2	0
CCCCC(=O)N(C)c1c(CC)nc2c(OCc3cccc(Cl)c3)cccn12	-6	16	21	-37	-4	3	10	10
CN(C)Cc1nc2ccccc2c(=O)n1Cc1nc(-c2cc3ccccc3o2)cs1	-2	x	27	x	-1	x	x	9
O=C1COc2ccc3ccccc3c2CN1	5	x	10	x	-10	x	x	10
CCc1ccccc1N(CC)C(=O)c1cn(C)c(=O)c2cc(OC)c(OC)cc12	-8	x	1	-3	18	x	x	4
NNC(=O)c1csc(-c2ncc(C(F)(F)F)cc2Cl)n1	-3	-2	7	2	-3	-4	-12	1

The results go on.
SMILES	FN deposition inh	EWS-Fli block	PAX8 inh HTS	PGC1a acetyl inh	miR122 inh	Casp6 inh	LGR2 antag	Cneo AK release
O=C(c1c(F)cccc1F)N(Cc1ccccc1)Cc1ccccc1	17	7	-16	1	13	2	-14	-1
CN(C(=O)C1CCC(CNS(=O)(=O)c2cccc3cccnc23)CC1)C1CCCCC1 (configuration not stated)	1	4	20	x	x	7	-3	6
CS(=O)(=O)Cc1ccc(C(=O)NC2CCCc3ccccc32)cc1 (configuration not stated)	2	0	2	-20	1	-2	17	-1
CCCNC(=O)COc1ccc2c(=O)c(Oc3ccccc3F)coc2c1	3	12	-13	x	x	0	-8	x
Cc1ccccc1-c1ccc([C@H]2[C@@H](CO)N3CCCCN(S(=O)(=O)Cc4ccccc4)C[C@H]23)cc1	-6	13	4	-34	3[16.7 µM]	-1	3	2
Cc1c(Cl)c([N+](=O)[O-])nn1CC(=O)NCCCN1CCOCC1	1	1	6	x	-1	0	13	0
O=C(CCN1CCN(c2ccccc2)CC1)NNC(=O)c1cccc2ccccc12	-6	x	38	5	6	x	-5	0
CSC1=C(C#N)C(c2ccc(C(C)C)cc2)CC(=O)N1 (configuration not stated)	5	1	-6	7	-7	-2	7	3
CC(=O)n1cc(/C=N/NC(N)=S)c2ccccc21	-7	1	1	0	x	1	4	x
Cc1nc(C)c(C(=O)N(c2ccc(F)cc2)C(C(=O)NCC2CCCO2)c2ccccc2)s1 (configuration not stated)	-9	4	3	4	-4	-4	-10	-2
O=C(CN1C(=O)C2C3c4ccccc4C(c4ccccc43)C2C1=O)Nc1cccc(C(=O)O)c1 (configuration not stated)	-6	x	-10	x	0	x	17	-1
Nc1cc(N)cc(-c2nc3ccccc3o2)c1	-2	-29	-31	0	-1	-1	-6	-2
C[C@@H]1CN([C@H](C)CO)C(=O)c2cccc(NC(=O)C3CC3)c2O[C@@H]1CN(C)Cc1ccncc1	x	2	-6	x	2[16.7 µM]	0	-4	-1
O=C(Nc1cccc([N+](=O)[O-])c1)OCc1ccc2c(c1)OCO2	3	-31	-38	x	x	4	-19	x
Cc1ccccc1NC(=O)CN1C(=O)NC(C)(CCc2ccccc2)C1=O (configuration not stated)	-13	8	-8	1	x	-1	25	x
COCCNC(=O)c1ccc(N2CC3CC(C2)c2cccc(=O)n2C3)c(NC(=O)c2ccccc2Cl)c1 (configuration not stated)	7	5	-5	11	3	-1	-8	-1
COc1cc(C2Nc3ccccc3NC3=C2C(=O)CC(C)(C)C3)cc(OC)c1OC (configuration not stated)	-2	5	29	x	6	6	2	0
C[C@@H]1CN([C@@H](C)CO)C(=O)c2cc(NS(=O)(=O)c3ccc(Cl)cc3)ccc2O[C@H]1CN(C)C(=O)Nc1ccc(C(F)(F)F)cc1	x	10	3	5	-2[16.7 µM]	x	7	x
C[C@H](CO)N1C[C@H](C)[C@@H](CN(C)Cc2cccc(F)c2)Oc2ncc(C#CCc3ccccc3)cc2C1=O	-4	23	x	-16	2[16.7 µM]	0	12	4
NC(=O)c1c(NC(=S)Nc2ccc(F)cc2)sc2c1CCCC2	4	-2	-5	-11	-4	5	-19	-2
Cc1cccc(/C=N/NC(=O)Cn2nccc2C)n1	3	x	-12	x	x	x	7	5
COc1ccc(Cl)cc1NC(=O)/C=C\C(=O)O	-2	x	x	-4	2	x	x	0
O=C(Nc1cccc(-c2cnc3ccccc3n2)c1)c1cccc(NC(=O)c2ccco2)c1	1	x	72*	-15	-28	x	x	-2
CCOC(=O)C1CC(c2ccc(Cl)cc2)=NNC1=O (configuration not stated)	-7	8	-3	8	x	-3	-9	x
COc1cccc(-c2ccc3c(c2)O[C@H](CN(C)Cc2cncnc2)[C@H](C)CN([C@H](C)CO)S3(=O)=O)c1	11	-30	x	2	-11[16.7 µM]	0	-9	2

Results in miR122 inh, LGR2 antag and Casp6 inh (five entries from above):
SMILES	miR122 inh	LGR2 antag	Casp6 inh
Cc1c(Cl)c([N+](=O)[O-])nn1CC(=O)NCCCN1CCOCC1	-1	13	0
O=C(Nc1cccc([N+](=O)[O-])c1)OCc1ccc2c(c1)OCO2	x	-19	4
Cc1cccc(/C=N/NC(=O)Cn2nccc2C)n1	x	7	x
O=C(Nc1cccc(-c2cnc3ccccc3n2)c1)c1cccc(NC(=O)c2ccco2)c1	-28	x	x
COc1ccc(Cl)cc1NC(=O)/C=C\C(=O)O	2	x	x

(cont.)
SMILES	FN deposition inh	EWS-Fli block	PAX8 inh HTS	PGC1a acetyl inh	miR122 inh	Casp6 inh	LGR2 antag	Cneo AK release
CCOC(=O)N1CCC(NC(=O)CCc2c(C)nc3nc(C)nn3c2C)CC1	-1	x	x	-3	-1	x	0	-4
CCCCNC(=O)CC1NCCNC1=O (configuration not stated)	9	1	-6	x	x	-27	-16	x
O=C1COc2ccc(C(=O)COC(=O)Cn3cnc4ccccc43)cc2N1	0	x	4	11	3	x	x	0
O=C(O)c1cc(-c2ccc(N3CCOCC3)cc2)nn1-c1ccc(F)cc1	2	10	5	5	-5	4	-8	x
Cn1c(=O)cc(N)n(Cc2ccccc2)c1=O	8	4	-20	-1	0	0	5	-1
CCN(CC)S(=O)(=O)c1cc(C(=O)Nc2cc(S(=O)(=O)N3CCOCC3)ccc2N2CCCC2)ccc1F	0	3	15	-7	-7	3	8	2
CC(=O)NCCNc1nc2cc(-c3ccccc3CO)sc2c(=O)n1C	15	-6	-5	x	0	-1	9	0
CC(C)NC(=O)Nc1cccc2c1O[C@H](CN(C)C(=O)NC1CCCCC1)[C@@H](C)CN([C@@H](C)CO)C2=O	x	-1	-19	-3	-5[16.7 µM]	-3	-7	7
COCCNC(=O)c1ccc(NS(C)(=O)=O)cc1	x	x	x	-3	2	x	-15	-3
O=C(O)c1ccc(NC2=Nc3cccc4cccc2c34)cc1	7	4	-16	1	25	5	13	2
O=C(NCc1cn2ccccc2n1)c1ccco1	-4	-5	-11	x	x	-1	-6	-1
C[C@H](CO)N1C[C@H](C)[C@@H](CN(C)S(=O)(=O)c2cn(C)cn2)Oc2c(NC(=O)c3ccncc3)cccc2C1=O	x	4	x	2	2[16.7 µM]	4	x	5
COc1ccc(CCN(C)C(=O)C2CC(=O)N(Cc3ccc(C)cc3)C2)cc1OC (configuration not stated)	3	-6	1	7	1	-172	-14	1
COc1ccc([C@H]2[C@H](C(=O)C(C)(C)C)N3N=Cc4ccccc4C3[C@]23N=C(c2ccccc2)OC3=O)cc1 (some centres not stated)	-7	x	28	-39	28	x	x	0
O=C1COc2ccc(S(=O)(=O)N3CCN(c4ccccc4F)CC3)cc2N1	-12	x	4	-13	-1	0	-19	1
Cc1cc(NC(=O)COC(=O)c2ccc(C)c(C)c2)no1	-5	0	2	-15	-4	-2	x	0
CCOc1ccc(/C=C2\SC(=S)NC2=O)cc1OC	4	3	-28	x	5	10	x	-3
CN(C(=O)CSc1nc(-c2ccccc2)c(-c2ccccc2)o1)C1CCS(=O)(=O)C1 (configuration not stated)	-8	3	18	4	-25	-2	8	0
c1cnc(N2CCN(c3cnccn3)CC2)nc1	x	-7	2	-6	x	-4	0	x
OCCn1c(-c2ccc3c(c2)OCO3)csc1=Nc1ccccc1	2	x	-49	6	6	x	x	-1
CC(C)CC(NC(=O)C(Cc1ccc(OCc2ccccc2)cc1)NC(=O)OC(C)(C)C)C(N)=O (configuration not stated)	-14	x	-9	-7	-8	x	x	-1
COc1cccc(-c2cnc3c(c2)C(=O)N([C@@H](C)CO)C[C@H](C)[C@@H](CN(C)Cc2ccncc2)O3)c1	-3	-1	x	-2	-2[16.7 µM]	0	5	4
